Rin1-Abl PPI inh – blocks binding of human Rin1 to Abl | P00519+Q13671 | TR-FRET Rin1/Abl binding, biochemical | inhibition, % at 7.35 µM | actives 0.4% (n = 360,000) | AID 588664; in the data active means inhibition above about 5%, passing the limit was not always enough
PABP1 MLLE inh – blocks PAM2 peptide binding to the PABP1 MLLE domain. P11940. GST-MLLE / FITC-PAM2 fluorescence polarization. inhibition, % at 20 µM. actives 0.36% (n = 360,000); in the data active means inhibition above about 35%, passing the limit was not always enough;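 further: plate controls were DMSO wells with GST-MLLE for no effect and wells lacking GST-MLLE protein for full effect; some results filed as inactive read as strong as hits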
FAS TE block – blocks the thioesterase domain of human fatty acid synthase | P49327 | recombinant FAS-TE, OMFH fluorogenic substrate, fluorescence endpoint | inhibition, % at 15 µM | actives 0.67% (n = 360,000);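 active means compounds whose normalised, plate-corrected inhibition of enzyme fluorescence in the single-dose primary screen is 50% or more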;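 further: 0% = DMSO with enzyme and 100% = substrate without enzyme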
MT1-MMP act inh – inhibitors of human MT1-MMP activation | P50281 | actives 0.061% (n = 360,000) | HT1080 RFP-PRO-GFP cells, GFP/RFP ratio fluorescence, overnight; percent of plate control window, DMSO zero | GFP/RFP ratio change, % at 20 µM;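 active means GFP/RFP ratio change of at least 30% with cell ATP level not reduced by more than half and red fluorescence within 50% of control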; further: strong numbers were not always called active
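Assay system: RFP-PRO-GFP reporter HT1080 cells; read-out basis: GFP/RFP fluorescence ratio; benchmarks: DMSO wells and RFP-L50D-GFP cells; doses: 20 µM single dose, 1% DMSO; schedule: overnight cell settling, then overnight compound exposure, 37 °C, 5% CO2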
CSN inh – blocks human CSN-mediated cullin deneddylation; Purified CSN, SCF-Nedd8-OG deneddylation, fluorescence polarization; inhibition, % at 12.5 µM; actives 0.38% (n = 360,000); AID 651999;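 active means pattern-corrected inhibition above about 35%, with an unprinted fluorescence ratio check between 0.5 and 1.5, limit read from the data, passing the limit was not always enough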;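 further: 0% = enzyme with substrate and 100% = substrate without enzyme; some results filed as inactive read as strong as hits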
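Test system: purified human Csn5 enzyme expressed in HEK293T cells. Amount: 0.24 nM enzyme. Reagent: SCFSkp2-Nedd8OG substrate at 10 nM final. Schedule: 90 min incubation of compound, enzyme and substrate at room temperature. Detection: fluorescence polarization. Read-out: % inhibition of substrate cleavage by Csn5.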
E coli Lon inh – inhibits E. coli Lon protease | P0A9M0 | purified E. coli Lon protease, fluorescence polarization | inhibition, % at 7.94 µM | actives 0.42% (n = 360,000); in the data active means inhibition above about 13%, passing the limit was not always enough;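 further: 0% = enzyme with probe and DMSO and 100% = no enzyme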
Target sequence (P0A9M0 whole entry, looked up): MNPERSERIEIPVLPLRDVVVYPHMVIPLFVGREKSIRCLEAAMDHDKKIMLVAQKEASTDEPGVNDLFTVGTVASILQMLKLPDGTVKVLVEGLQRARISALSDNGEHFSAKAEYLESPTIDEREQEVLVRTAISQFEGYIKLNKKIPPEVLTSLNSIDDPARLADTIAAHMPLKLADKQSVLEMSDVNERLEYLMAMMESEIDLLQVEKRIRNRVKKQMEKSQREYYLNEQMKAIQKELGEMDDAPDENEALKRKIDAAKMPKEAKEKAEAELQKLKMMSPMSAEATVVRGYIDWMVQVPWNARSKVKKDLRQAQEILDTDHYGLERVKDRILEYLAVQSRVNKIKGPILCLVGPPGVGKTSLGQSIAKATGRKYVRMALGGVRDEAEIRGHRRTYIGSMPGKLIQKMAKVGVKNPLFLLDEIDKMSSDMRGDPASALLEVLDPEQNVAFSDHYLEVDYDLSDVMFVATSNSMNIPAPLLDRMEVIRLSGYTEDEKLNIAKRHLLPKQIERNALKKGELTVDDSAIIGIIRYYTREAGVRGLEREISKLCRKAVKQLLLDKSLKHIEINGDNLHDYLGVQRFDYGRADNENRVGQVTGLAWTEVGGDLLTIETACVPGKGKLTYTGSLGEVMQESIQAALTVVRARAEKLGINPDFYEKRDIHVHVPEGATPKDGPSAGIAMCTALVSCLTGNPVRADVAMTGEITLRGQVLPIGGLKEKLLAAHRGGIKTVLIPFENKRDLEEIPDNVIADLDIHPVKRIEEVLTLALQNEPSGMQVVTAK
bovine MsrA act – bovine methionine sulfoxide reductase A activation; purified bovine MsrA, absorbance read-out; activation, % at 10.6 µM; actives 0.3% (n = 360,000); in the data active means activation above about 7.5%;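 further: 0% = vehicle and 100% = reference activator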
Rpn11 inh – Rpn11 (human) deubiquitinase inhibition. AID 588493. human 26S proteasome, Ub4-pepOG fluorescence polarization; 20S core pre-blocked with epoxomicin. O00487. actives 0.59% (n = 360,000). calls only at 20 µM;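 active means inhibition at 20 µM, scaled to each plate's controls, above about 33%, limit read from the data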
Target sequence (O00487 whole entry, looked up): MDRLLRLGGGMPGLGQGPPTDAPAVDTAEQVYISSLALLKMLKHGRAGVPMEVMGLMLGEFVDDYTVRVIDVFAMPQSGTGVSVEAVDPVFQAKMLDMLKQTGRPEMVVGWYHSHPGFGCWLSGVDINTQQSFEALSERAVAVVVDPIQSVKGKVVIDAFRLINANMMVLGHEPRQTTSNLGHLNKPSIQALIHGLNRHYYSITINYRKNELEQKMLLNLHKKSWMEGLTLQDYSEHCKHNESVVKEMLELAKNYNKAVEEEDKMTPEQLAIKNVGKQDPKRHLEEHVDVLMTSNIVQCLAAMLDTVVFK
MsrA inh – inhibitors of bovine MsrA; purified bovine MsrA, absorbance read-out; inhibition, % at 15.5 µM; actives 0.75% (n = 360,000); AID 651718; in the data active means inhibition above about 4.5%;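 further: 0% = vehicle wells with enzyme and 100% = reference inhibitor wells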
An asterisk follows results filed as active; i = inactive; . = no result given; + = active, no number.

The line under a structure holds: Rin1-Abl PPI inh	PABP1 MLLE inh	FAS TE block	MT1-MMP act inh	CSN inh	E coli Lon inh	bovine MsrA act	Rpn11 inh	MsrA inh
1) Cc1cccc(-n2ncc3c(N(CCO)CCO)ncnc32)c1
→ -0.2	-21.4	0.6	4.6	-3.2	-2.6	2.3	i	-0.1
2) O=C(O)c1ccc(S(=O)(=O)c2ccc3c(c2)C(=O)N(c2ccc(O)cc2)C3=O)cc1
→ -2.2	1.6	-4.8	5.2	-0.4	-1.3	-1.9	i	2.7
3) Cc1nnc2ccc(-c3ccc(NC(=O)c4cccnc4Cl)cc3)nn12
→ -4.3	-3.5	-3.8	8.7	-2.6	-6.7	-3.6	i	2.1
4) Cc1ccc(-c2nc(CS(=O)CC(=O)NCCN(CC(C)C)CC(C)C)c(C)o2)cc1 (configuration not stated)
→ -6.0	14.5	-3.7	-0.3	1.5	-7.2	-0.8	i	-0.2
5) Cc1nc(-c2cccs2)ccc1C(=O)O
→ -1.8	-4.4	-2.2	-3.1	2.3	3.0	-0.8	i	0.6
6) COc1ccc(Cl)cc1NC(=O)CN(C)Cc1cccs1
→ 2.3	1.5	34.8	2.2	-4.3	-6.7	-0.4	i	0.5
7) CCc1ccc(CNC(=O)C2CCCN(c3nnc(C)c4c(C)n(-c5ccccc5)nc34)C2)cc1 (configuration not stated)
→ -0.3	-62.4	1.6	-16.3	13.2	-25.1	3.2	+	0.5
8) CCN(CC(=O)NCc1cccs1)S(=O)(=O)c1ccc(F)c(F)c1F
→ 0.4	1.9	-1.4	2.2	0.8	-14.9	-3.4	i	1.4
9) COc1cc(C(C)=O)ccc1COc1ccc(C(=O)OC(C)C(=O)NC(N)=O)cc1OC (configuration not stated)
→ -2.3	-2.0	-6.4	-7.0	-6.3	11.6	-1.6	i	-0.3
10) CC1=C(C(=O)O)N2C(=O)C(NC(=O)c3ccc(F)cc3)C2SC1 (configuration not stated)
→ 2.8	42.8*	-5.8	-0.6	-4.4	-10.4	-0.9	i	0.8
11) CC(C)C1COS(=O)(=O)NC1CC(=O)SC(C)(C)C (configuration not stated)
→ -2.0	4.0	3.9	5.0	4.3	-6.9	-0.7	i	0.9
12) O=C(Nc1cccc(Cl)c1)c1csc([C@H]2C[C@H](O)[C@@H](CO)O2)n1
→ -1.9	10.9	-11.0	1.5	-1.7	-9.8	-1.5	i	-1.5
13) CC1(C(=O)NC2CCCCCCC2)CCC(=O)N1CCN1CCOCC1 (configuration not stated)
→ 2.7	-6.9	-10.4	0.1	1.4	-14.6	-0.4	i	-0.6
14) COc1cc(Cl)ccc1OCc1cc(C(=O)NCCCN2CCCC2=O)no1
→ 1.2	-4.3	-4.3	-1.6	-7.7	-2.7	-3.3	i	0.9
15) CCC1CCCCN1Cc1ccc(OC)c(C)c1 (configuration not stated)
→ 2.0	4.4	-3.4	8.7	5.8	-5.3	-3.0	i	-0.9
16) CCC(C)C(Nc1ccc(C(=O)OC)cc1[N+](=O)[O-])C(=O)OC (configuration not stated)
→ -2.5	6.9	9.8	-0.9	3.5	-17.6	-2.2	i	0.8
17) CC(C)CNC(=O)c1cccc(NC(=O)COc2ccc([N+](=O)[O-])cc2)c1
→ -4.5	17.9	10.6	4.4	-0.7	-12.8	-2.6	i	0.8
18) COc1cccc2sc(Nc3nc(-c4ccccn4)cs3)nc12
→ -0.3	-5.8	17.2	4.4	6.6	0.6	-3.5	i	.
19) CCOc1ccc(S(=O)(=O)N2CCC(C(=O)N3CCCCCC3)CC2)cc1Cl
→ -0.1	-4.5	11.2	1.9	3.7	-7.0	-3.0	i	-2.1
20) CC1SC(c2ccc(F)cc2)N(CCc2ccccc2)C1=O (configuration not stated)
→ -3.0	-11.3	2.0	-4.6	0.3	-12.7	-7.0	i	-0.9
21) COCCN1C(=O)C(=O)/C(=C(/O)c2ccc(S(=O)(=O)N3CCCCC3)cc2)C1c1ccc(OC)cc1 (configuration not stated)
→ -1.2	-1.2	-11.4	1.5	2.6	6.9	-9.9	i	-0.5
22) CCOC(=O)C1CCN(C(=O)c2cccc(S(=O)(=O)NCc3ccccc3)c2)CC1
→ 2.3	10.3	-2.0	0.7	-0.9	2.4	0.5	i	0.9
23) CC(C)Cc1nc(N2CCN(C(=O)c3ccccc3)CC2)c(C#N)c2c1CCC2
→ 3.2	-12.1	17.2	-8.5	-3.6	-0.2	4.1	.	1.9
24) CCOC(=O)Cn1nc(C)c([N+](=O)[O-])c1C
→ 0.2	18.0	-11.6	2.9	0.9	-1.1	-13.1	i	2.3
25) c1csc(-c2cn3c(n2)SCC3)c1
→ 0.0	-1.4	-9.3	2.6	-0.1	-2.1	0.7	i	0.3
26) CC1(C(=O)Nc2cnc3ccccc3c2)CCN1Cc1cc2ccccc2o1 (configuration not stated)
→ -1.7	-5.1	15.4	-6.6	7.3	-17.0	-0.8	i	0.1
27) Cc1ccc2c(C(=O)CN3CCCCC3)c(C)[nH]c2c1
→ -0.2	-3.5	-2.7	2.3	1.8	1.4	-2.8	i	2.8
28) O=C(CSc1cc(Cl)ccc1Cl)NC1CC1
→ -2.4	-4.2	-10.4	-1.8	-2.5	-7.1	-0.6	i	-0.7
29) O=C(COc1ccccc1)N1CCN=C1SCc1ccccc1F
→ 1.0	17.8	-11.2	5.7	-1.4	1.2	-3.1	i	-0.2
30) COc1ccc(N2C(=O)c3ccccc3NC2c2ccc(OC)c(CN3CCOCC3)c2)cc1 (configuration not stated)
→ -1.9	-19.8	-4.2	-3.8	-4.3	3.0	-3.8	i	0.9

Entries listed so far marked active in PABP1 MLLE inh.
entry	SMILES	Rin1-Abl PPI inh	PABP1 MLLE inh	MT1-MMP act inh	CSN inh	E coli Lon inh	bovine MsrA act	Rpn11 inh	MsrA inh
10	CC1=C(C(=O)O)N2C(=O)C(NC(=O)c3ccc(F)cc3)C2SC1 (configuration not stated)	2.8	42.8*	-0.6	-4.4	-10.4	-0.9	i	0.8

Next part.
The line under a structure holds: Rin1-Abl PPI inh	PABP1 MLLE inh	FAS TE block	MT1-MMP act inh	CSN inh	E coli Lon inh	bovine MsrA act	Rpn11 inh	MsrA inh
31) CC(C)NC(=O)[C@H]1N2C(=O)c3ccccc3C2SC1(C)C (some centres not stated)
→ -0.2	7.1	0.0	1.2	-5.7	11.6	0.4	i	2.5
32) Cc1onc(-c2c(Cl)cccc2Cl)c1NC(=O)NNc1c(Cl)cncc1Cl
→ -0.8	5.3	-3.4	-1.9	2.8	2.9	-1.7	i	0.9
33) CCCN1Cc2cccc(C(=O)NCCCOC(C)C)c2C1=O
→ 2.4	4.8	-8.7	-2.8	0.7	-4.7	-11.2	i	0.9
34) O=C(Nc1cccc(S(=O)(=O)N2CCOCC2)c1)c1cn(-c2ccccc2)nc1-c1ccccc1
→ 0.7	2.5	51.4*	-1.5	0.5	-5.1	-5.0	i	0.8
35) CC1(C)C(=O)Nc2ccccc2N1C(=O)CN1C(=O)c2ccccc2C1=O
→ 3.5	-9.4	0.3	5.0	1.0	4.9	2.7	i	0.0
36) CC1CCCN(S(=O)(=O)c2cccc(C(=O)NCCCN3CCCC3=O)c2)C1 (configuration not stated)
→ 0.5	-6.4	-8.3	1.3	1.0	-1.9	-6.9	i	0.2
37) COC(=O)COc1ccc(Cl)cc1C1Nc2ccccc2C(=O)N1c1ccc(OC)cc1 (configuration not stated)
→ 3.6	-5.1	19.9	0.7	2.4	5.2	-10.2	i	0.3
38) Cc1c(C)n(CCC(=O)O)c2ccccc12
→ 0.3	-8.1	-1.4	1.1	-9.3	-0.7	-0.9	i	-1.1
39) OCCC1CN(Cc2ccccc2OC2CCCC2)CCN1Cc1ccsc1 (configuration not stated)
→ -0.2	-8.8	-3.3	-3.9	-7.2	-4.4	-9.0	i	-0.7
40) CCc1nc2ccccc2c(C(=O)OCC(=O)NC2CCCC2)c1C
→ 2.0	6.0	-3.1	1.2	-3.4	-11.6	-2.1	i	-1.4
41) Cc1ccccc1Nc1c(N)c(=O)oc2ccccc12
→ 2.8	17.1	3.7	3.1	4.8	3.0	1.9	i	6.1*
42) Cc1c(C(=O)NC(C)c2ccncc2)oc2ccccc12 (configuration not stated)
→ 0.0	13.7	-5.2	5.1	2.8	-0.7	-1.6	i	0.5
43) C[C@H](CO)N1C[C@H](C)[C@@H](CN(C)S(=O)(=O)c2cccs2)Oc2c(NC(=O)C3CC3)cccc2C1=O
→ 4.5	-4.4	-5.5	-0.7	0.0	0.9	-4.0	i	-0.1
44) CCOc1ccc(NC(=O)COC(=O)c2ccc3c(c2)C(=O)N(CCc2ccccc2)C3=O)cc1
→ -0.5	-2.4	2.7	6.3	1.3	-10.2	4.2	i	0.7
45) O=c1[nH]c(=S)[nH]c2scc(-c3ccc(Br)cc3)c12
→ -6.2	34.7	8.2	-0.3	0.8	-2.5	4.6	i	0.4
46) O=S(=O)(c1ccc(Cl)cc1)n1ccc2cccnc21
→ 2.4	2.2	2.5	-6.2	-0.8	-8.2	-0.2	i	1.4
47) CCOc1c2ccoc2nc2c(OC)c(OC)ccc12
→ -1.4	13.8	-4.7	-0.3	1.3	-4.4	-7.6	i	1.1
48) OC(COCc1cccs1)CN1CCN(c2ccccc2Cl)CC1 (configuration not stated)
→ -1.5	4.7	-4.1	1.2	-4.0	-2.3	-2.0	i	-0.2
49) O=C(Nc1ccccc1)/C(=C1\CCCN1)[N+](=O)[O-]
→ -1.0	10.3	-5.7	3.0	1.9	3.8	-3.7	i	3.4
50) Cc1ccc(C(=O)O)c(C(=O)Nc2nc(C)cs2)c1
→ -1.4	-3.0	-9.1	9.4	4.6	-7.1	-2.1	i	0.5
51) Cc1nnc(NC(=O)c2cccc(F)c2)s1
→ -0.5	0.6	-4.7	-3.7	-0.6	10.2	5.5	i	1.5
52) CCn1c(=S)sc2nc(C)sc21
→ 0.1	28.7	25.5	0.6	-0.5	-5.0	-2.7	i	4.5
53) O=C(NCCCn1ccnc1)/C(=C\c1ccccc1Cl)NC(=O)c1ccccc1
→ 0.8	3.3	-6.2	1.9	-2.0	2.7	-5.4	i	-1.8
54) O=C(NCc1ccccc1)[C@@H]1CCCN1C(=O)[C@@H]1CCCN1C(=O)c1cccs1
→ .	.	-6.4	2.1	-2.2	-1.4	-0.7	.	-0.7
55) O=C1CC(c2ccc(Cl)cc2)SC(N(c2ccccc2)c2ccccc2)=N1 (configuration not stated)
→ 3.8	0.2	43.1	-1.4	-15.1	-4.2	-0.7	i	1.3
56) COc1ccc(C(C)(O)c2nc(-c3ccc4ccccc4c3)cs2)cc1 (configuration not stated)
→ -3.1	-13.6	32.0	-1.5	-3.1	-7.4	-0.9	i	-1.0
57) Cc1ccc(C)c(NC(=S)N(Cc2cccc(Br)c2)CC2CCC(C(=O)O)CC2)c1 (configuration not stated)
→ -1.7	7.1	-2.0	-4.5	-0.2	-1.2	-3.8	i	0.1
58) O=C(O)C(c1ccccc1)C(O)C1CC=CCC1 (configuration not stated)
→ 2.2	-1.6	-10.9	-3.1	-2.8	1.4	-2.0	i	0.3
59) COc1ccc(OC)c(/C=C/C(=O)N2C(=O)c3cccc(N)c3C2=O)c1
→ 1.1	39.7*	-4.9	0.3	14.1	6.4	-5.3	i	3.1
60) CC(C)(C)/C(O)=C(/C#N)c1nc2ccccc2[nH]1
→ -3.7	3.9	0.4	-16.7	-2.3	-9.7	-1.6	i	0.4

Values in list order from above:
Nos. 33–41 in bovine MsrA act, in turn: -11.2, -5.0, 2.7, -6.9, -10.2, -0.9, -9.0, -2.1, 1.9
Nos. 33–41 in PABP1 MLLE inh, in turn: 4.8, 2.5, -9.4, -6.4, -5.1, -8.1, -8.8, 6.0, 17.1

Screens as filed in PubChem BioAssay.

Compounds as they come, and some 3.7% of all compounds hit somewhere here.
